STAT3 act: IL-6 driven STAT3 reporter potentiators, primary screen, U3A cells, luciferase, luminescence, MLSCN library; activation (% of control), % at 5.6 µM; IL-6 STAT3-luciferase reporter; 100% = signal with IL-6 EC80 alone; 190,000 tested, 0.91% active; AID 871, 2007;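 active = activation above the screen-wide mean of compound activation plus 3 SD, cut at about 130% in these data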;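 note: 0% = background luminescence of wells with medium and substrate only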
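Test system: Human STAT1-deficient U3A cells with stable STAT3-luciferase reporter | Also added: Interleukin-6, 33 ng/mL | Timing: Compound pre-incubation 1 h before IL-6, then 6 h stimulation at 37 °C | Technique: Luciferase reporter luminescence | Read-out: Percent of IL-6-only median luminescence | Benchmarks: IL-6-only wells as 100% reference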
STAT1 inh: STAT1 signaling inhibitors, primary screen, cell-based, HTS, luciferase reporter; NIH 3T3 STAT1-luciferase reporter, IFN-gamma, luminescence; inhibition, % at 5.5 µM; 200,000 tested, 0.35% active;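 active = inhibition above a set limit, the mean inhibition across all tested compounds plus 3 SD, cut at about 34% in these data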;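 note: 0% = IFN-gamma with DMSO and 100% = IFN-gamma with 300 µM nifuroxazide; values of inactives mirror those of a sister screen read the other way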
Diaphorase act: compounds boosting diaphorase resazurin reduction – biochemical, uHTS, resorufin fluorescence, counter-screen for diaphorase-coupled primary assays, primary screen | Diaphorase/resazurin coupled assay, 16 min; active compounds read high; 1 = vehicle wells, 0 = NADH-free wells | activation factor at 20 µM | 190,000 tested, 0.005% active;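 active = diaphorase activity raised at least twofold by the compound at 20 µM; inactive = activation factor below 2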
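test system = bacterial diaphorase enzyme (C. kluyveri) | quantity = enzyme 0.07 U/mL final | reagent = NADH substrate 0.114 mM plus resazurin dye 0.1 mM, final | incubation = 16 min enzyme reaction, ambient temperature | buffer or medium = HEPES pH 7.4 buffer with MgCl2 and Tween 20 | signal = fluorescence of resorufin, 544 nm excitation, 590 nm emission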
STAT3 blocker: IL-6 driven STAT3 reporter inhibitors, primary screen, U3A cells, luciferase, luminescence, MLSCN library. IL-6 STAT3-luciferase reporter; host cell line lacks STAT1. inhibition, % at 5.5 µM. 190,000 tested, 0.89% active. AID 862, 2007;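 active = inhibition above the mean inhibition across all screened compounds plus 3 SD, cut at about 44% in these data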;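 note: 0% = DMSO only wells and 100% = 100 µM nifuroxazide control wells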
Hsp70 activator: Hsp70 transcriptional activators, primary screen, cell-based, HeLa, Hsp70 promoter luciferase, luminescence, 10 µM | HeLa Hsp70 promoter luciferase reporter; scaled: vehicle 0, proteasome-inhibitor control 100% | activation, % at 10 µM | 200,000 tested, 0.04% active | AID 1203, 2008;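 active = activation above the mean across all tested compounds plus 3 SD, cutoff set per campaign, cut at about 5.5% in these data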;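 note: 100% = MG132 at 30 µM as the positive control and 0% = DMSO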
APP 5UTR inh: inhibitors of APP translation via 5'UTR reporter, primary screen, APP 5'UTR luciferase, SH-SY5Y cells; SH-SY5Y APP 5'UTR-luciferase reporter, luminescence; inhibition, % at 2 µM; 190,000 tested, 0.82% active; AID 1285, 2008;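 active = inhibition above a set limit, derived from the sample mean plus 3 SD, cut at about 45% in these data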; note: values of inactives mirror those of a sister screen read the other way
TLR4-MyD88 BLA: inhibitors of TLR4-MyD88 association in cells, primary screen, cell-based, HeLa CL3-4, BLA complementation, FRET ratio. HeLa CL3-4 TLR4/MyD88 BLA complementation. inhibition, % at 8.4 µM. 200,000 tested, 0.18% active. AID 861, 2007; in the data active = inhibition above about 25%;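 note: 0% = vehicle and 100% = reference inhibitor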
Target sequence (O00206 whole entry, looked up): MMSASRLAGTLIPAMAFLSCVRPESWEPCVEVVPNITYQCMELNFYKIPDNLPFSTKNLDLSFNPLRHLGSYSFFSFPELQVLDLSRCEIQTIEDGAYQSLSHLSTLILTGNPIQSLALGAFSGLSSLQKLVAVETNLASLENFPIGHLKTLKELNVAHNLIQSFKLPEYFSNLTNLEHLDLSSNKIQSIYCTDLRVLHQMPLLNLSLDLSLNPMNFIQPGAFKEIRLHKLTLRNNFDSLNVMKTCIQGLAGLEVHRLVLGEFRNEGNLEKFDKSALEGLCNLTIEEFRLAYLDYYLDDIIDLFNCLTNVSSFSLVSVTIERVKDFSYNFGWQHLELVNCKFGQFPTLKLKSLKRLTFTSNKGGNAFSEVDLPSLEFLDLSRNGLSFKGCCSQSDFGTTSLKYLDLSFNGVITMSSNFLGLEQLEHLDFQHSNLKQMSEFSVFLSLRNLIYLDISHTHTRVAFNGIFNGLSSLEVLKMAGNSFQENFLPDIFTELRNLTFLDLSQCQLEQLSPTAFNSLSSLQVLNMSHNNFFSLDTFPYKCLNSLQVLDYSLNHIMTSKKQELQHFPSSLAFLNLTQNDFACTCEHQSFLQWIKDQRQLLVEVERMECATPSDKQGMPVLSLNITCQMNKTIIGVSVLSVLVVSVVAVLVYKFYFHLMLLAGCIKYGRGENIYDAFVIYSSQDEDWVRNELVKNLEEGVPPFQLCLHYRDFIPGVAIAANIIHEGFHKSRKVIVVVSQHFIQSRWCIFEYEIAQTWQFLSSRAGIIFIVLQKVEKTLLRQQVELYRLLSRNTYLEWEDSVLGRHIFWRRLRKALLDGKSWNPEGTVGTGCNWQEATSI
Target sequence (Q99836 whole entry, looked up): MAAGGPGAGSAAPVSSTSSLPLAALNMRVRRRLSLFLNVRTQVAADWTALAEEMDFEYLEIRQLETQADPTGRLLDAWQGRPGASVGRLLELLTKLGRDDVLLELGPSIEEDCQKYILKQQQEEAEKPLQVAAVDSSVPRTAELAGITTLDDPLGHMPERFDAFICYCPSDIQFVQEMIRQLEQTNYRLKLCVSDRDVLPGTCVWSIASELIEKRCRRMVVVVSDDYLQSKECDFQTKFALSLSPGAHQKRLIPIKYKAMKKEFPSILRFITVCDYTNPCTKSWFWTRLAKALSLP
G6PDH counter: L. mesenteroides G6PDH inhibitors, counter-screen for G6PDH-coupled screening assays, biochemical, Leuconostoc mesenteroides enzyme | glucose-6-phosphate dehydrogenase [Leuconostoc mesenteroides] | Purified L. mesenteroides G6PDH, diaphorase/resazurin coupled fluorescence, 45 min | inhibition, % at 5 µM | 200,000 tested, 0.12% active | AID 1020, 2008; in the data active = inhibition above about 50%
STAT1 activator: STAT1 signaling activators, primary screen, cell-based, HTS, luciferase reporter; NIH 3T3 STAT1-luciferase reporter, IFN-gamma, luminescence; 100% = IFN-gamma alone, no compound; activation (% of control), % at 5.5 µM; 200,000 tested, 2.6% active;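 active = activation above the screen-wide mean activation plus 3 SD, cut at about 130% in these data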;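 note: raw ratio to IFN-gamma control signal so 100% means no change and 0% no light; values of inactives mirror those of a sister screen read the other way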
Diaphorase inh: diaphorase inhibitors and chemical oxidizers, primary screen, counter-screen for diaphorase-coupled primary assays, biochemical, uHTS, resorufin fluorescence; diaphorase resazurin-to-resorufin fluorescence, NADH, 16 min; bacterial (C. kluyveri) enzyme, not human; inhibition, % at 20 µM; 190,000 tested, 0.69% active; AID 1217, 2008;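 active = primary screen inhibition at 20 µM above a set limit, cut at about 50% in these data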;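 note: plate controls were DMSO with full reaction for no effect and wells lacking NADH for full effect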
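System: Bacterial diaphorase enzyme (C. kluyveri) | Incubation: 16-min room-temperature incubation before reading | Benchmarks: No-NADH positive control and DMSO neutral control | Measured by: Resorufin fluorescence 544/590 nm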
* marks the source's active call; other numbers are inactive results; nt = not tested or not shown.

Values run as follows: STAT1 inh	TLR4-MyD88 BLA	Diaphorase act	Hsp70 activator	STAT3 act	STAT3 blocker	Diaphorase inh	G6PDH counter	APP 5UTR inh	STAT1 activator
> COCCCNC(=S)N1CCCN(c2nc3cc(C)c(C)cc3cc2C#N)CC1
→ 23	-3	0.9	-0.6	87	20	14	18	12	77
> COc1ccc(C)cc1NC(=O)CSc1nnc(-c2ccccn2)n1Cc1ccco1
→ 6	5	0.7	-0.1	100	8	25	4	-12	95
> CCCCCNC(=O)c1cccnc1SCC(=O)Nc1ccccc1OC
→ 10	-5	0.9	-0.2	105	-8	9	-11	1	91
> CC(=O)OCC(=O)[C@@]1(O)CC[C@H]2[C@@H]3CCC4=CC(=O)CC[C@]4(C)[C@H]3[C@@H](O)C[C@@]21C
→ -19	-9	1	-0.4	95	8	2	8	-59	117
> CSc1ncccc1C(=O)OCC(=O)c1ccccc1Br
→ -4	4	0.9	-0.1	99	7	11	1	-13	104
> CC(=O)c1ccc(NC(=O)c2ccn[nH]2)cc1
→ -16	-12	0.9	-0.3	93	16	8	-16	-73	114
> CC/C(=N\N=C1\SC(C)C(=O)N1Cc1ccco1)c1ccccc1 (configuration not stated)
→ -10	-1	0.7	-0.3	108	-7	28	10	8	109
> CCOC(=O)N1CCN(S(=O)(=O)c2ccc(C)cc2)C1c1ccc(OC)cc1 (configuration not stated)
→ 3	-2	0.9	-0.1	106	-1	8	6	-11	97
> CCc1ccc(C2C3=C(CC(C)(C)CC3=O)Nc3c2c(=O)[nH]c2nc(C)nn32)cc1 (configuration not stated)
→ 7	11	1	-0.1	96	10	1	12	-30	94
> COCCCNC(=O)CN1C(=O)CSc2ncccc21
→ -13	12	0.8	0.0	102	-4	19	-1	-15	110
> C/C(=C/c1oc2ccc(O)cc2c1[N+](=O)[O-])N(C)C
→ -17	-4	0.8	-0.3	95	13	22	6	24	116
> O=C(c1ccc(CN2CCOCC2)cc1)N1CCC(Cc2ccccc2)CC1
→ 3	8	0.9	-0.3	105	2	9	8	2	97
> COc1ccc(NC(C)=O)cc1S(=O)(=O)Nc1ccccc1C(=O)N1CCCC1
→ -4	3	1	0.3	95	8	1	3	-15	104
> CC(Oc1ccc(Cl)cc1Cl)c1nc(-c2ccc(NC(=O)c3cccnc3)cc2)no1 (configuration not stated)
→ 3	-1	0.9	-0.3	80	25	14	-31	-6	96
> CCNC(=O)NC(=O)COC(=O)CCCc1nc2ccccc2s1
→ 3	10	0.9	0.1	99	5	6	12	-4	95
> Cc1cccc(C(=O)N2CCC(c3nc4ccccc4s3)CC2)c1
→ 5	2	0.9	-0.2	96	12	8	2	3	93
> Nc1cc(N)nc(SCC(=O)NNC(=O)c2ccc(Cl)cc2)n1
→ 5	-13	0.9	-0.1	110	-4	7	1	-7	95
> Cc1ccccc1S(=O)(=O)Cc1ccc(C(=O)NCCCOC(C)C)o1
→ 1	-5	0.8	0.1	104	6	16	3	2	99
> O=C1CC(c2ccccc2)CC2=C1CN(C1CCCCC1)CN2 (configuration not stated)
→ -1	4	0.9	0.0	102	0	9	2	13	101
> CCCCOCCCNC(=O)N[C@@H](CCSC)C(=O)OC
→ 1	-5	0.9	-0.5	101	4	9	4	-2	99
> CC1CCOC2(O1)C(=O)N(CN1CCN(c3cccc(Cl)c3)CC1)c1ccccc12 (configuration not stated)
→ 14	-4	0.8	-0.5	106	-3	16	-1	-9	87
> Cc1ccc(C(=O)C2CCOC(C)(C)C2)cc1 (configuration not stated)
→ 8	10	0.8	-0.1	105	2	20	7	-5	92
> CCn1nc(NC(=O)c2ccncc2)c2cc3ccccc3nc21
→ -7	-4	0.9	-0.2	96	12	6	-3	0	106
> CC(C)CNC(=O)c1cccc(NC(=O)C2CCCO2)c1 (configuration not stated)
→ -3	2	0.9	-0.4	99	2	5	4	9	103
> O=C(N/N=C/c1ccccn1)C12CC3CC(CC(C3)C1)C2
→ -4	-11	1	-0.1	99	2	3	2	-3	103
> O=C1CCCC(=O)N1c1ccc(N2CCN(c3ccccc3)CC2)c([N+](=O)[O-])c1
→ 1	4	0.9	-0.4	96	8	9	-5	-12	99
> Cc1cc(C(=O)NCc2cccnc2)cs1
→ -4	-13	0.9	-0.2	104	-1	9	2	-7	103
> CSc1cc(/C=N/O)c(SC)s1
→ -11	5	0.9	-0.1	102	0	12	25	19	110
> Cc1cc(C(=O)Nn2c(-c3ccncc3)nc3ccccc3c2=O)ccc1[N+](=O)[O-]
→ 9	-2	1	-0.2	95	7	0	1	-18	91
> Cc1cccc(N(C)C(=O)CCS(=O)(=O)c2cccc3nonc23)c1
→ 0	22	1	-0.3	95	12	4	-3	9	101
> Fc1ccc(Nc2ccnc(Nc3ccc(F)cc3)n2)cc1
→ -42	0	0.8	0.4	95	9	20	6	-77	137*
> Cc1ccc(-n2c(C)cc(/C=N/Nc3ccc([N+](=O)[O-])cn3)c2C)cc1
→ 1	8	0.8	-0.1	99	6	22	4	-25	99
> CN(C)/C=C(\C#N)C(=O)N/N=C(\CC(=O)C(F)(F)F)c1ccco1
→ -21	8	0.9	-0.1	103	3	6	13	-3	117
> CCOC(=O)c1c(N)sc2c(O)c(Br)ccc12
→ -13	2	0.8	-0.1	91	14	16	10	-14	112
> CCOCCCNC(=S)N1CCC(NC(=O)C2CCCCC2)CC1
→ -3	5	0.9	-0.3	99	8	14	1	16	101
> O=C(Nc1ccc(C(F)(F)F)cc1)c1cnc(N2CCN(c3ccccn3)CC2)c2ccccc12
→ -1	-6	0.9	0.1	128	-33	13	0	-19	100
> COc1ccc(C(=O)OC(C(=O)c2ccc(C)cc2)c2ccccc2)cc1 (configuration not stated)
→ -8	2	0.9	0.1	95	10	10	-5	-10	107
> NC(=O)NCc1ccccc1
→ -8	-4	1	-0.2	nt	nt	4	5	3	109
> CC1(C)Cc2ccccc2/C(=C/C(=O)N2CCCCCC2)N1
→ 0	-16	0.9	0.9	101	0	12	-3	-7	100
> O=c1ccc(-c2nc3ccccc3n2Cc2ccccc2Cl)c[nH]1
→ 13	-10	0.6	-0.3	99	12	35	4	2	87

The final two records of the section above lead into the next:
Values run as follows: STAT1 inh	TLR4-MyD88 BLA	Diaphorase act	Hsp70 activator	STAT3 act	STAT3 blocker	Diaphorase inh	G6PDH counter	APP 5UTR inh	STAT1 activator
> CC1(C)Cc2ccccc2/C(=C/C(=O)N2CCCCCC2)N1
→ 0	-16	0.9	0.9	101	0	12	-3	-7	100
> O=c1ccc(-c2nc3ccccc3n2Cc2ccccc2Cl)c[nH]1
→ 13	-10	0.6	-0.3	99	12	35	4	2	87
> C=CCSc1ncc(CO)n1Cc1ccccc1
→ 5	-4	1	0.4	105	4	0	1	3	96
> Cn1c(N)c(C(=O)COC(=O)CN2C(=O)c3ccccc3C2=O)c(=O)n(C)c1=O
→ 1	4	0.9	-0.4	81	26	6	10	-26	99
> COc1ccccc1-c1nnc(NC(=O)c2cccc(N3C(=O)CCC3=O)c2)o1
→ 0	-23	0.9	0.1	116	-22	12	11	0	100
> COc1cc(/C=C2/C(=O)NN(c3cccc(C)c3)C2=O)ccc1OC(=O)c1ccco1
→ 7	-3	0.9	-0.3	104	-6	6	4	-4	93
> O=C(N1CCOCC1)N1CCN(C(c2ccccc2)c2ccccc2)CC1
→ 8	-6	0.9	0.0	97	8	10	4	0	93
> COc1ccc(-c2cc(C(=O)O)c3c(C)nn(-c4ccccn4)c3n2)cc1
→ -3	14	0.9	-0.1	107	-5	6	8	10	102
> CCOC(=O)C1=NOC(C(=O)NN(C)c2ncc(C(F)(F)F)cc2Cl)C1 (configuration not stated)
→ 2	-2	1	0.3	105	-6	0	4	-3	97
> O=C(Cc1cn2ccsc2n1)OCc1ccccc1
→ -7	1	0.9	-0.5	119	-19	8	11	-6	107
> O=C(COc1ccccc1)NC1CCS(=O)(=O)C1 (configuration not stated)
→ -5	-5	1	-0.3	107	-7	-1	2	13	103
> C[C@@H]1CC[C@@]2(O[C@H](CCO)C[C@@H](O)[C@@H]2O)O1
→ 2	-4	0.9	-0.2	99	-2	6	2	-7	98
> Cc1ccc(S(=O)(=O)NNC(=O)CCCCC(=O)NNS(=O)(=O)c2ccc(C)cc2)cc1
→ -2	-2	0.9	-0.2	97	5	7	5	1	101
> COC(=O)CSc1cc([N+](=O)[O-])ccc1NC(=O)OC
→ -1	2	1	-0.2	103	-2	-2	5	-8	99

Source: PubChem BioAssay
